hgDAF-12 ag – hgDAF-12 agonism, primary luciferase screen; HEK293 GAL4-hgDAF12 UAS-luciferase reporter, agonist luminescence; normalized to butyrate control; 370,000 tested, 1.8% active; activation, % at 6.8 µM; AID 687014;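 active = activation above a cutoff set at the mean of all screened compounds plus 3 SD, cut at about 10% in these data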;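 note: 0% = DMSO wells and 100% = sodium butyrate wells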
FXN GAA850 act – increases GAA850 frataxin promoter reporter activity; HEK293 lucGAA850 FXN promoter luciferase reporter, 24 h; percent of 10 µM SAHA response; activation, % at 6 µM; 360,000 tested, 0.56% active; AID 540364;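 active = activation above the average of all compounds screened plus 3 SD, cutoff fixed separately per campaign, cut at about 7.5% in these data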;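 note: 0% = DMSO wells and 100% = 10 µM SAHA wells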
hcDAF12 agonist – activators of H. contortus DAF-12 nuclear receptor | HEK293 hcDAF-12 lit1-tk-luc reporter, luminescence; 0% DMSO, 100% Δ7-dafachronic acid | activation, % at 6.8 µM | 370,000 tested, 1.4% active | AID 652067;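 active = activation above the mean of all tested compounds plus 3 SD, cut at about 5.5% in these data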;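 note: 100% = response to 3 µM Δ7-dafachronic acid high control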
Rev-erbA mod – modulates human Rev-erb alpha binding to DNA | AID 1259318 | Rev-erbα–FITC-DNA binding, fluorescence polarization, 90 min | 370,000 tested, 0.79% active | P20393 | activity, % at 10 µM;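 active = activity above about 14%, limit read from the data; passing the limit was not always enough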;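 note: 0% = DMSO wells with 35 nM protein and 100% = DMSO wells with 750 nM protein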
Target sequence (P20393 whole entry, looked up): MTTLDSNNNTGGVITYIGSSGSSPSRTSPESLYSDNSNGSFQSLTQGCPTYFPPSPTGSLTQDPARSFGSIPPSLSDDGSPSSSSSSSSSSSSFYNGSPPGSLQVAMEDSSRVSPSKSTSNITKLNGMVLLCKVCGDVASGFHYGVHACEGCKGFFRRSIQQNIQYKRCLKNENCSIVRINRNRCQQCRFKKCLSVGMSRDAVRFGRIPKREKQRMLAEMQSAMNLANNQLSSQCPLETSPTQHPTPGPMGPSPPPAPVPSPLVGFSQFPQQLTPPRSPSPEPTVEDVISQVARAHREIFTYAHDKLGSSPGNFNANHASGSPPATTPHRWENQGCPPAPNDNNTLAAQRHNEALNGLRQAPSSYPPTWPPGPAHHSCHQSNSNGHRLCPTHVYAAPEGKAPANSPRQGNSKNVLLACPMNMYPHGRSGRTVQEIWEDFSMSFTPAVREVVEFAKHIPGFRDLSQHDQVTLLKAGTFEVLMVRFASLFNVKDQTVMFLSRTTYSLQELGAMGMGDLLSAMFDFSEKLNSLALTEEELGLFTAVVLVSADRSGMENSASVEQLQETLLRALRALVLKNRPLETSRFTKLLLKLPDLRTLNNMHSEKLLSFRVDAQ
SMARCA2 act – SMARCA2 function activation, primary screen. MG213 cells, MMTV-luciferase reporter, dexamethasone, overnight. activation, % at 9.1 µM. 370,000 tested, 1% active; in the data active = activation above about 7.8%;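 note: 0% = vehicle wells and 100% = reference activator wells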
PG9 binder – small molecules binding HIV-1 gp120 antibody PG9; 360,000 tested, 0.43% active; TR-FRET gp120-PG9 antibody binding; AID 624416; inhibition, % at 6.7 µM; in the data active = inhibition above about 8.5%
DAX1 inh-1 – blocks DAX1 repression of SF-1 activated StAR promoter; HEK293T StAR-luciferase reporter, SF-1/DAX-1 repression relief; inhibition, % at 6.8 µM; 370,000 tested, 1.1% active; AID 652010;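 active = inhibition above the mean over all tested compounds plus 3 SD, cut at about 3.6% in these data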;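 note: 0% = DAX-1 cells with DMSO and 100% = cells lacking DAX-1 with DMSO; higher inhibition means more luminescence from relief of DAX-1 repression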
PLCb3 inh – blocks human PLC-beta3 enzyme activity; Q01970; Purified PLC-beta3, fluorogenic substrate, fluorescence; inhibition, % at 12.2 µM; 370,000 tested, 0.18% active; AID 720704; in the data active = inhibition above about 11%;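 note: 0% = median of compound wells on plate and 100% = full blocker control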
ssDAF-12 act – activators of S. stercoralis DAF-12 nuclear receptor; AID 652126; activation, % at 6.8 µM; 370,000 tested, 1% active; HEK293 ssDAF-12/GRIP1 lit1-tk-luc reporter, luminescence; % of 3 µM dafachronic acid response;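 active = activation above the mean over all tested compounds plus 3 SD, cut at about 0.9% in these data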;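 note: 0% = DMSO-only wells and 100% = 3 µM delta7-dafachronic acid wells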
sPLA2-III inh – Blocks human group III sPLA2 activity | QFRET BODIPY PC-A2 liposome hydrolysis, fluorescence | inhibition, % at 12.2 µM | 370,000 tested, 0.56% active | AID 743126;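 active = inhibition above mean plus 3 SD of compounds lying within the high and low control bounds, cut at about 19% in these data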;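 note: 0% = median of test compound wells and 100% = no enzyme DMSO wells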
Target sequence (Q9NZ20 whole entry, looked up): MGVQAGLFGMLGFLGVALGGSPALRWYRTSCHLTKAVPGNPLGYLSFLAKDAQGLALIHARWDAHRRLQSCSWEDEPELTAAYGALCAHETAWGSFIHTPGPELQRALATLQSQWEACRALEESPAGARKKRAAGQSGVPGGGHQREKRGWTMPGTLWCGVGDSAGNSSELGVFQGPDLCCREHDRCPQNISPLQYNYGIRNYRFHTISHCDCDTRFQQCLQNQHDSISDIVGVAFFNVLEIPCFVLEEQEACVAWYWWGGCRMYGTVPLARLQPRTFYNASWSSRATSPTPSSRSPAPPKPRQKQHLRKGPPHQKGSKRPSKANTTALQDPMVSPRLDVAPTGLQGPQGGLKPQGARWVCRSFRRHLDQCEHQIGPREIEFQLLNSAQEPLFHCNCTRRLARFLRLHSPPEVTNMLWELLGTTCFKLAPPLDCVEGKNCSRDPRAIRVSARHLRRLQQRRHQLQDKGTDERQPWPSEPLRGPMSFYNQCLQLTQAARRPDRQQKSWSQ
DAX1 inh-2 – NR0B1 (DAX1) inhibition; HEK293 Gal4-DAX1 luciferase reporter, luminescence; inhibition, % at 6.75 µM; 340,000 tested, 0.99% active; AID 504766;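 active = inhibition above the mean over all tested compounds plus 3 SD, cut at about 4.2% in these data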;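 note: 0% = DAX1-transfected cells with DMSO and 100% = empty-vector control cells with DMSO; inhibition shows as a rise in luminescence from relieved DAX1 repression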
An asterisk follows results filed as active; i = inactive; . = no result given.

SMILES	hgDAF-12 ag	FXN GAA850 act	hcDAF12 agonist	Rev-erbA mod	SMARCA2 act	PG9 binder	DAX1 inh-1	PLCb3 inh	ssDAF-12 act	sPLA2-III inh	DAX1 inh-2
O=C(O)c1ccc(N2CCCCS2(=O)=O)cc1	-0.8	1.1	-1.2	4	1	-1.4	0.0	-1	-1.6	7	-0.1
O=Cc1c(Sc2ccccn2)nc2ccccn2c1=O	1.4	-1.7	1.8	0	0	-0.6	-1.2	0	0.1	-3	-0.5
Cc1ccccc1NC(=O)n1ncc2cc(Cl)ccc21	0.2	1.4	-1.6	-2	-1	0.3	-0.1	-7	-0.9	2	-0.8
CC(=O)Nc1ccc(S(=O)(=O)N(C)CC(=O)OCC(=O)N(C)C2CCS(=O)(=O)C2)cc1 (configuration not stated)	3.0	-1.6	-0.9	-2	3	-0.5	0.5	5	-0.7	0	0.1
O=c1[nH]c(=O)n(Cc2ccccc2)c2nc(-c3ccc(Oc4ccc(F)cc4)c([N+](=O)[O-])c3)n(CCO)c12	-3.6	2.0	-3.3	2	-3	-2.6	-0.7	-15	-2.1	-22	-0.3
CC(C)c1c(O)nc(SCCC(=O)O)[nH]c1=O	0.0	-4.0	-0.9	-4	1	-0.2	0.1	-7	-0.8	9	1.3
COc1ccccc1CNc1ncccc1[N+](=O)[O-]	-0.1	0.9	1.4	-4	2	-1.4	0.4	-3	-1.4	4	-1.0
Cc1cc(C)c2c(=O)n3c(nc2c1)C(CC(C)C)NC(=O)c1cccnc1-3 (configuration not stated)	0.2	1.5	0.3	0	-2	-0.1	-1.3	-3	-0.9	-2	-1.4
Cc1ccccc1C(=O)NC(=S)NCc1cccnc1	0.5	1.4	-1.9	0	-5	-2.0	-1.3	-2	-1.6	0	1.3
COc1cc(OC)c2c(-c3cccc(-c4ccc(NC(C)=O)cc4)c3)cc(=O)oc2c1	0.8	-1.4	-0.4	8	3	-2.2	4.8*	-39	-1.1	-13	-0.9
CCC1CCCCN1Cc1cc(OC)c(O)c([N+](=O)[O-])c1 (configuration not stated)	0.8	.	0.6	-4	0	-5.7	-0.4	4	-1.5	-2	.
COc1cc(CN(C(=O)c2ccco2)c2ccc(C)cc2)ccc1O	0.0	-2.2	-1.6	-1	-1	0.4	-0.2	-6	-1.3	-14	0.9
O=C(Cc1cccc2ccccc12)Nc1ccc(OC(F)F)c(Cl)c1	-4.0	-0.5	0.0	2	-3	-3.5	-0.2	1	-1.7	-22	0.7
CCCCN(C=O)c1c(CC)nc2ccc(C(=O)N(C)Cc3ccco3)cn12	-2.4	-1.1	-0.4	-5	0	-0.6	0.4	-4	-1.1	-2	.
COc1ccc(S(=O)(=O)N2CCOCC2)cc1NC(=O)Cc1coc2cc(C)c(C)cc12	0.7	1.5	-0.5	2	-1	1.4	-0.6	-22	-0.9	-7	-0.5
COc1cc(SC)ccc1C(=O)NCCNC(=O)c1nonc1N	-1.9	2.3	-1.3	-1	2	-1.9	-0.5	-5	-1.2	5	-1.1
CCCCCCCn1c(=N)n(CC(O)c2ccco2)c2ccccc21 (configuration not stated)	-0.7	-0.5	-3.5	9	-6	-1.7	-1.0	3	-2.5	-8	-0.2
O=C1NN(c2cccc(Br)c2)C(=O)/C1=C/c1cccs1	1.7	-2.4	1.5	-1	-6	-2.2	0.1	-7	-1.3	14	-1.5
COc1ccc(C(=O)O/N=C(\N)c2ccccc2)c(OC)c1	-5.0	-6.9	4.1	-3	-2	1.1	-0.1	4	-1.2	-1	-4.0
CC1=C(C(=O)N2CCOCC2)CC(CC(=O)NCCCCc2ccccc2)C(=O)N1CCCN1CCCC1=O (configuration not stated)	-1.0	0.8	1.2	3	-1	-1.0	-0.8	0	-0.9	0	0.4
COc1cc(CC(=O)NCC2COc3ccccc3O2)cc(OC)c1OC (configuration not stated)	0.3	-0.9	-1.0	-2	-3	1.0	-0.3	-2	-2.0	3	0.3
O=c1oc2c(CN3CCOCC3)c(O)ccc2c2c1CCCC2	0.2	-1.3	-1.7	7	0	3.3	-0.4	i	-1.0	-3	-0.3
Cc1ccc(C)c(N=Nc2ccc(O)c3ncccc23)c1	-10	0.4	-3.2	5	-5	-1.3	-1.1	-9	-1.8	3	-2.5
Cc1ccccc1NC1=NS(=O)(=O)c2ccccc21	-1.0	-1.5	-0.8	-1	-2	-0.6	0.5	2	-0.5	-1	1.8
Cc1cc(Cl)c(OCCCNCc2ccccc2)c(Br)c1	4.2	0.3	2.1	5	-2	2.2	-0.8	5	0.1	1	-0.5
C=CCn1c(SCC(=O)Nc2ccc(F)cc2)nc2cc(C(=O)O)ccc2c1=O	1.6	1.6	-1.5	0	0	-0.5	0.1	-1	-1.6	-3	2.6
O=C1NN(c2ccccc2)C(=O)/C1=C\c1ccc(-c2cc([N+](=O)[O-])ccc2O)o1	0.5	-0.1	0.5	1	6	-2.8	0.5	1	-0.8	1	0.0
C[C@H](CO)N1C[C@H](C)[C@@H](CN(C)Cc2ccc3cccnc3c2)OCc2cnnn2CCCC1=O	-0.1	-1.2	-0.3	-4	3	-0.3	-0.3	1	-1.0	-1	0.7
CCCCCn1c(SCC#N)nc2cc(C(=O)NCC3CCCO3)ccc2c1=O (configuration not stated)	1.1	-1.0	0.3	71*	3	68*	-0.4	-51	-1.3	0	0.6
COCCCNC(=O)CC(=O)N/N=C\c1ccc(SC)cc1	-0.1	-0.4	-1.1	9	0	-3.0	-0.5	-14	-0.7	-3	0.1
C=CCSc1nnc(N2C(=O)C(O)=C(C(=O)c3ccco3)C2c2ccc(F)cc2)s1 (configuration not stated)	1.9	0.7	2.0	0	-2	-0.3	0.0	-81	-1.4	-8	-1.4
CCc1ccc(NC(=O)c2ccc(OC)c([N+](=O)[O-])c2)cc1	3.0	5.0	-1.8	-2	-2	1.0	-1.2	1	-0.6	7	-0.1
Cc1cc(NC(=O)CSc2cc(C)c3ccccc3n2)no1	-1.4	-0.2	-1.4	23*	-3	13*	-1.1	-5	-0.9	12	0.0
O=[N+]([O-])c1ccccc1/C=C/C=N/n1c(-c2ccco2)n[nH]c1=S	-0.9	2.8	0.5	0	-1	1.7	0.1	1	-1.0	13	0.2
Cc1cccc(C(=O)NCC(=O)OCC(=O)N2CCN(S(=O)(=O)c3ccc(C)cc3C)CC2)c1	2.3	-0.4	-0.1	0	0	-1.8	0.3	-2	-0.9	-11	1.2
COCCNC(=O)Cn1cc(/C=C(\C#N)C(=O)NC2CCCC2)c2ccccc21	-0.3	-0.2	-0.6	1	1	0.5	-0.4	-6	-1.3	2	-1.4
CCN(CC)C(=O)CSc1nnc(-c2ccncc2)n1N	-0.2	0.5	-1.6	1	3	-0.8	0.5	-2	-1.1	-2	0.1
CC1CN(C)C(c2ccccc2)C(C)C12NC(=O)NC2=O (configuration not stated)	1.6	0.4	0.0	-1	1	-2.6	-0.3	2	-0.4	-4	0.9
Cc1nc2ccccc2c(C)c1CC(=O)N(CC(C)C)c1c(N)n(Cc2ccccc2)c(=O)[nH]c1=O	-0.3	-2.9	-0.8	-4	-2	-2.2	-0.9	-10	-0.8	-17	-0.8
COC(=O)[C@]12C[C@H](CC(=O)NCc3cccs3)C(=O)N(Cc3ccc(Cl)cc3Cl)C1=C[C@H](C(C)C)O[C@@H]2C1CC1	0.7	.	0.4	6	-3	.	-0.2	4	-1.5	-16	.
COc1cc(CNC2CCC(C)C2)cc(OC)c1 (configuration not stated)	0.5	2.4	-0.6	-3	0	-3.7	0.2	4	-0.6	2	-0.5
Cc1c(Cl)cccc1NC(=S)NCc1ccco1	-1.9	0.5	-0.9	-3	-2	-1.8	-0.5	-5	-1.1	11	-0.5
CC1CC(=O)N(c2ccc(NCCc3ccccc3)c([N+](=O)[O-])c2)C1=O (configuration not stated)	2.5	2.3	-1.2	5	0	-2.7	-0.1	-1	-1.0	-5	0.7
CCOC(=O)c1ccc(NC2=CC(=O)CC(c3ccco3)C2)cc1 (configuration not stated)	-1.0	2.2	-2.1	-4	0	1.2	-1.5	-19	-1.6	-7	-1.0
Cc1ccc(NC(CC(=O)c2ccccc2)c2ccc(F)cc2)cc1 (configuration not stated)	2.3	0.9	-1.7	-2	-2	0.4	-0.5	0	-0.8	7	0.5
O=C(CSc1ncccn1)N/N=C/c1ccc(OC2CSC2)cc1	1.1	1.5	-1.7	-1	-2	0.5	-0.5	4	-0.5	-5	1.5
Cc1ccc(S(=O)(=O)/N=C(\N)Nc2nc(C)c3cc(C)c(C)cc3n2)cc1	0.4	0.9	-1.9	11	2	0.5	-0.2	-1	-1.0	-3	-0.5
Cc1cccc(C(=O)Nc2nnc(SCC(=O)Nc3ccc4c(c3)oc3ccccc34)s2)c1	-0.9	0.3	3.8	0	-5	-0.1	0.0	4	-0.2	8	-0.7

For reference, part of the list above:
SMILES	hgDAF-12 ag	FXN GAA850 act	hcDAF12 agonist	Rev-erbA mod	SMARCA2 act	PG9 binder	DAX1 inh-1	PLCb3 inh	ssDAF-12 act	sPLA2-III inh	DAX1 inh-2
Cc1ccc(S(=O)(=O)/N=C(\N)Nc2nc(C)c3cc(C)c(C)cc3n2)cc1	0.4	0.9	-1.9	11	2	0.5	-0.2	-1	-1.0	-3	-0.5
Cc1cccc(C(=O)Nc2nnc(SCC(=O)Nc3ccc4c(c3)oc3ccccc34)s2)c1	-0.9	0.3	3.8	0	-5	-0.1	0.0	4	-0.2	8	-0.7

The list continues:
SMILES	hgDAF-12 ag	FXN GAA850 act	hcDAF12 agonist	Rev-erbA mod	SMARCA2 act	PG9 binder	DAX1 inh-1	PLCb3 inh	ssDAF-12 act	sPLA2-III inh	DAX1 inh-2
CCOc1ccc(Br)cc1S(=O)(=O)N1CCCN(C)CC1	-0.4	1.9	-2.9	-2	-1	-1.9	-0.4	-6	-0.2	0	-0.6
COc1ccc(CN2CCN(Cc3cn(C)nc3-c3ccccc3)CC2CCO)c(C)c1C (configuration not stated)	-2.6	1.8	-0.2	-2	-1	-2.5	-0.1	3	-0.7	-10	1.4
O=C(Cc1cccs1)Nc1ccccn1	3.0	4.0	5.0	1	0	-1.2	0.2	-27	0.2	-1	-1.2
Cc1nnc(SCC(=O)NC2CCCC2)s1	-0.6	-0.6	-0.8	-4	1	0.6	-0.4	1	-1.3	-2	-0.6
Cc1cc2c(c(SCC(N)=O)n1)C(=O)OC2	1.3	1.7	-0.4	4	-3	-0.5	-0.3	-5	-1.3	1	0.3
O=C(CCS(=O)(=O)c1ccccc1)NC12CC3CC(CC(C3)C1)C2	8.4	5.3	4.2	0	3	2.6	1.6	1	-0.4	4	2.0
CC1(C)Cc2c(c(N3CCOCC3)nc3snc(Br)c23)CO1	0.7	1.8	-1.9	0	-1	2.6	-0.5	-19	-0.7	3	0.4
O=C(O)C1C2CCC(C2)C1C(=O)Nc1nc2ccccc2s1 (configuration not stated)	2.8	-1.1	0.6	5	-1	-1.8	0.6	-1	-0.1	0	0.7
CC(C)NC(=O)C1(C)CCN1C(=O)c1ccccc1Oc1ccccc1 (configuration not stated)	1.8	-2.1	-0.7	-3	1	1.7	-1.0	-1	-1.1	3	.
O=C(NC(O)C(=O)c1ccc(F)cc1)c1ccc(F)cc1 (configuration not stated)	0.6	2.1	-2.5	-1	-1	-1.2	-0.3	-4	-1.1	8	0.1
Cc1ccc(S(=O)(=O)N2CCN(CCNC(=O)C(=O)NCc3ccccc3)CC2)cc1	-0.7	0.4	-1.3	4	-4	-0.5	-0.1	-1	-1.6	0	-0.1

Screens from PubChem.
